# Compound activity (PubChem)
# PKA-R2B activ – PKA-R2B complex activation. PKA-R2B holoenzyme dissociation, Cy5-IP20 fluorescence polarization; R2B truncated from residue 108, S112A mutant; 0% DMSO only, 100% 113 µM cGMP. P22694+P31323. activation, % at 11.4 µM. 340,000 tested, 0.079% active;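 active = activation above a cutoff set at the mean over all compounds plus 3 SD, cut at about 18% in these data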;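 note: higher means more holoenzyme dissociation and a rise in polarization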
# PKA-R1A activ – PKA-R1A complex activation; P00514+P68181; PKA-R1A dissociation, Cy5-IP20 fluorescence polarization; scaled: DMSO 0%, 113 µM cGMP 100%; activation, % at 11.4 µM; 340,000 tested, 0.083% active; AID 504707;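 active = percent activation above the mean of all tested compounds plus 3 SD, cut at about 19% in these data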;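 note: higher means more PKAc released from R1A so a rise in polarization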
# Tat export inh – inhibitors of E. coli Tat protein transport; inhibition, % at 10 µM; 340,000 tested, 0.036% active; E. coli MC4100 TorA-mCherry Tat export, fluorescence; AID 488895;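 active = mean replicate inhibition at least 50% and at least half of replicates individually reaching 50%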;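 note: exported cargo escapes ClpAP degradation while cytoplasmic cargo is degraded and loses fluorescence; 0% = median of neutral control wells and 100% = median of NaSCN control wells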
# Mot1-301 SUMO – SUMOylation pathway inhibition by Mot1-301 growth rescue; growth rescue, % at 18.8 µM; 320,000 tested, 1% active; S. cerevisiae Mot1-301 growth rescue, ATP luminescence, 38.5C; percent above DMSO median, 100 means doubled;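 active = every valid replicate shows activation above 250% relative to neutral control wells; inactive = the rest, any valid replicate at or below 250%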;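 note: OY570 slx delta 5 strain wells were the positive control but not used for scaling; some compounds called inactive have numbers as strong as hits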
# E coli growth – counter-screen for AddAB inhibitors: E. coli growth inhibition; inhibition, % at 11.9 µM; AID 449728; E. coli V3065 growth, OD600 absorbance, 18 h; 330,000 tested, 0.27% active;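 active = inhibition above the campaign's mean inhibition across all tested compounds plus 3 SD, cut at about 9.9% in these data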;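 note: uninfected addAB+ strain grown without phage in ampicillin broth; 0% = DMSO wells and 100% = ciprofloxacin 0.95 µg/ml wells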
# HTR5A inv ctr – HTR5A inverse agonism, opioid heterodimer counter-screen; P47898; HTR5A cell line, luminescence; inhibition, % at 9.3 µM; 340,000 tested, 0.083% active; AID 504634; in the data active = inhibition mostly above about 23%, no sharp cut-off; inactive = mostly below about 18%;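 note: 0% = cells with DMSO and 100% = no-cell wells with DMSO; some compounds called inactive have numbers as strong as hits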
# Target sequence (P47898 whole entry, looked up): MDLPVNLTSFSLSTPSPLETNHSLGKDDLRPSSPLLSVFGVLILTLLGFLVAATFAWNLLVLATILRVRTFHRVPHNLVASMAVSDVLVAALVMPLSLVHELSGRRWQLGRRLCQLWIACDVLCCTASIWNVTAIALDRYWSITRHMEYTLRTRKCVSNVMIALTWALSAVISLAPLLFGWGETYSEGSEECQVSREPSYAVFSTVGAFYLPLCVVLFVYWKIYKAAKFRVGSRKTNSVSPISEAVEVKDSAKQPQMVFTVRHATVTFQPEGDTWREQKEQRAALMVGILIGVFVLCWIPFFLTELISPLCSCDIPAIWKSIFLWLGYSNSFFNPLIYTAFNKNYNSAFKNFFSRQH
# phage Ecoli inh – E. coli growth loss with phage present; growth absorbance; inhibition, % at 11.9 µM; 360,000 tested, 0.26% active; in the data active = inhibition above about 11%
# CDK5 p35 inh – CDK5/p35 (human) kinase inhibition | Q00535+Q15078 | Recombinant CDK5/p35, ADP-Glo luminescence, 60 min | inhibition, % at 10 µM | 330,000 tested, 0.01% active | AID 488839;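 active = highest replicate inhibition of at least 50% and at least 75% of replicates reaching 50%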;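 note: plate controls were DMSO neutral control for no effect and GW8510 at 10 µM for full effect; many of its hits are not listed in these tables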
# Target sequence (Q00535 whole entry, looked up): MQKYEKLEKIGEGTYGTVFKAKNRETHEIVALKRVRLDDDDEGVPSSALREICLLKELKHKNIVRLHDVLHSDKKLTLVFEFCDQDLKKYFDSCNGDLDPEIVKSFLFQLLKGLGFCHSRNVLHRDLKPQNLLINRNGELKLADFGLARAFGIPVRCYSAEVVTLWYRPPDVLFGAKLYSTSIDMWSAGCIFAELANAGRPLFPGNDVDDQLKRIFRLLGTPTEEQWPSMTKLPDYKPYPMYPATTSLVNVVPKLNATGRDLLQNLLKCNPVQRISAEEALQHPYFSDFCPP
# Target sequence (Q15078 whole entry, looked up): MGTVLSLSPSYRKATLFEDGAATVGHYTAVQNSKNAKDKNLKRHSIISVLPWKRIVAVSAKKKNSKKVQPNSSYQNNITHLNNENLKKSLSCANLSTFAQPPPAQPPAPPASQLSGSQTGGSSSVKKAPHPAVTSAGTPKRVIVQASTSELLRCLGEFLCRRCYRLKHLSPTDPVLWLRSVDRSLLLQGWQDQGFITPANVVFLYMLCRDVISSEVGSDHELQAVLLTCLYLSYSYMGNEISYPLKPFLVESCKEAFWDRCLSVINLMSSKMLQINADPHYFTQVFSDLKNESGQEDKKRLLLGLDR
# DAGLB inhibitor – blocks human DAGLB lipase activity; inhibition, % at 5.17 µM; AID 504411; HEK293T DAGLB membrane lysate, EnzChek fluorogenic substrate; 340,000 tested, 0.059% active; Q8NCG7; in the data active = inhibition above about 34%;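 note: 0% = enzyme with vehicle and 100% = wells lacking enzyme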
# HTR5A ag ctr – activates human HTR5A in OPRM1-OPRD1 agonist counter-screen | HTR5A agonist assay, luminescence, cell-based | AID 504692 | 340,000 tested, 0.61% active | P47898 | activation, % at 9.3 µM; in the data active = activation mostly above about 9.5%, no sharp cut-off; inactive = mostly below about 7.6%;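 note: 0% = cells with vehicle only and 100% = reference agonist; strong numbers were not always called active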
# AddAB inh – less growth of phage-infected E. coli with AddAB; 330,000 tested, 0.29% active; E. coli expressing H. pylori AddAB, absorbance growth; inhibition, % at 11.9 µM; in the data active = inhibition above about 12%;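 note: 0% = vehicle wells of infected cells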
# Starred values were filed as active, the others as inactive; x = not tested or not shown.
compound	PKA-R2B activ	PKA-R1A activ	Tat export inh	Mot1-301 SUMO	E coli growth	HTR5A inv ctr	phage Ecoli inh	CDK5 p35 inh	DAGLB inhibitor	HTR5A ag ctr	AddAB inh
O=C(Nc1ccc(Oc2ncnc3cc(Cl)ccc23)nc1)Nc1cccc(C(F)(F)F)c1	-0.2	7.3	0.4	6.0	-1.1	-1.4	1.8	-5.9	-0.1	0.5	2.1
Cc1ccc(S(=O)(=O)Nc2ccc(N3CCOCC3)cc2)cc1[N+](=O)[O-]	-2.9	-7.8	7.3	15.1	-0.2	8.1	2.0	1.3	-0.9	-3.2	2.8
COc1ccc(CCNC(=O)CSc2nc3[nH]ncc3c(=O)n2-c2ccc(Br)cc2)cc1OC	2.5	3.8	-1.9	x	1.1	1.1	3.0	0.5	1.3	-0.4	-0.2
COc1ccc(S(=O)(=O)N2CC(=O)Nc3ccccc32)cc1	3.5	-0.2	9.3	-22.6	-1.3	-34.4	0.9	1.4	-1.8	4.4	1.9
Nc1ccc(-c2cc3ccccc3oc2=O)cc1	6.4	-2.2	-1.3	22.6	-1.0	-0.6	1.9	-0.4	-0.8	0.2	-0.9
Cc1cc(C)nc(SCC(=O)Nc2sc3c(c2C#N)CCC(C)C3)n1 (stereo unspecified)	-9.2	-2.8	-3.4	888.1	5.6	-34.1	4.4	-2.3	-3.6	7.5	5.0
Cc1cccc(NC(=O)C2(c3cccs3)CCOCC2)c1	4.3	4.4	-0.3	-9.1	-3.3	-16.4	4.4	-1.4	-1.6	6.5	3.1
Cc1cc(-c2ccccc2)n2nc(C)c(C#N)c2n1	11.7	3.8	-4.0	327.7	-0.1	1.7	2.2	1.3	0.0	4.7	0.0
N#Cc1ccc(-c2cccnc2)nc1SCC(=O)Nc1sc2c(c1C#N)CCC2	-1.9	5.8	5.7	-7.1	-3.5	-6.3	x	-6.1	-2.4	1.9	-0.7
Cc1ccc(NC(=O)Nc2ccc3c(c2)OCO3)cc1F	11.1	-2.5	1.1	-9.3	2.3	1.5	1.4	-2.8	-0.9	-0.6	2.0
Cc1ccc(C)c(C(=O)CN2C(=O)NC3(CCc4ccccc43)C2=O)c1 (stereo unspecified)	-13.6	-2.4	-11.3	-4.6	1.2	17.2	4.0	-0.1	-0.1	-6.8	0.4
COc1cc2nc(SCc3c(C)noc3C)n(CCC3=CCCCC3)c(=O)c2cc1OC	-1.0	-3.1	-3.1	-2.4	0.3	4.3	-0.3	0.4	-1.9	-1.6	1.5
CCOC(=O)CN1C(=O)c2ccccc2C1=O	-4.5	-5.9	0.7	-10.7	-3.3	10.2	3.8	0.9	-1.7	-1.9	0.0
O=C(O)CN(c1ccccn1)S(=O)(=O)c1ccccc1	-10.1	0.7	-3.0	-12.0	1.1	-15.1	3.0	-1.1	-1.2	4.0	-0.3
COc1ccccc1NC(=O)COc1ccccc1C(=O)c1cnn(-c2ccccc2)c1	-12.8	1.8	5.9	-11.6	-0.8	4.9	5.5	-2.4	-1.6	-1.9	-0.4
O=C(c1ccc(Cl)cc1Cl)N1CCN(c2ccccn2)CC1	-9.6	5.4	-1.9	6.7	-1.4	9.2	-0.9	1.5	-0.2	2.8	3.3
CC(NCc1ccc2c(c1)OCO2)C(=O)NC1CCCc2ccccc21 (stereo unspecified)	4.3	-2.1	-1.5	7.3	-2.0	-21.3	2.9	1.0	-1.3	7.5	2.4
Cc1sc2ncnc(N3CCC(C(=O)NNC(=O)COc4ccccc4F)CC3)c2c1C	-12.5	-5.1	7.0	422.1*	1.6	-20.3	0.9	1.7	4.3	7.5	-0.2
C#Cc1ccc([C@H]2C=C(C(=O)NCc3nc4ccccc4[nH]3)O[C@@H](OCC)[C@@H]2CCCO)cc1	-5.6	-8.9	-3.0	10.8	-1.7	-49.0	3.1	0.2	-3.9	18.2	2.3
CCCC(OC(=O)CC1Sc2ccccc2NC1=O)C(=O)NCc1ccco1 (stereo unspecified)	4.8	1.2	-8.0	-12.8	-0.4	0.6	1.5	-0.2	2.7	1.4	1.6
C/C(=C\c1ccc(N)cc1)c1nc2ccccc2[nH]1	0.3	6.6	-5.4	-21.0	-0.2	8.4	-1.7	0.7	-1.7	-2.2	0.6
COc1ccc(NC(=O)N2CCCCC2)cc1	0.3	1.3	-4.0	-16.6	-1.1	-16.9	2.8	-1.9	-3.6	5.2	1.1
COc1cc(/C=C/C(=O)OCc2c(C)noc2C)ccc1OC(F)F	4.4	6.7	4.5	-15.5	1.7	-9.0	5.9	0.4	-1.2	3.1	-0.1
O=C(NC(NC(=S)Nc1c(Cl)cc(Cl)cc1Cl)C(Cl)(Cl)Cl)OCc1ccccc1 (stereo unspecified)	-15.3	-19.4	12.4	-4.1	1.8	-23.4	4.0	1.0	-1.3	-0.3	1.6
Cn1nnnc1SCc1cccc2ccccc12	-4.3	-7.6	-0.7	-2.6	0.0	-0.4	-0.1	-3.0	-5.6	0.2	1.3
C#CCNC(=O)C1=C[C@@H](c2cn(C(C)=O)c3ccccc23)C[C@@H](OCc2ccc(CO)cc2)O1	8.4	-2.9	9.6	2.1	-2.4	13.1	-0.2	-1.2	0.9	-5.3	-0.2
O=c1[nH]cnc2onc(-c3ccc(F)cc3)c12	2.3	-10.8	-10.5	44.3	-0.6	6.1	-1.3	0.0	-3.5	-1.6	1.8
CC(=O)Nc1ccc(Nc2cc(C)nc3c(-c4ccccc4)c(C)nn23)cc1	-2.3	-3.1	3.8	-5.6	-1.4	23.0	0.1	2.3	0.9	5.1	1.2
COc1ccc(C2=Nn3c(nnc3C(F)(F)F)SC2)cc1	3.9	-3.8	-0.4	-28.9	0.0	13.3	0.9	-0.8	0.6	-3.8	0.2
CCC(C)c1ccc(NC(=O)COC(=O)C2CCCC2)cc1 (stereo unspecified)	-8.1	-6.6	7.7	22.7	-2.1	-1.5	2.4	-1.0	-8.9	0.4	-2.0
CCC(C)[C@H](NC(=O)NCc1ccc(Cl)cc1)C(=O)OC (stereo partly specified)	-0.1	3.0	13.4	-9.4	1.3	-26.3	0.5	-0.4	5.2	-4.6	2.6
C=CC[C@H](CC(=O)N[C@H](CO)Cc1ccccc1)C(=O)N[C@@H](COC(=O)[C@H](CC=C)CC(=O)OC(C)(C)C)Cc1c[nH]c2ccccc12	0.5	-6.3	15.4	-17.4	-1.8	21.5	2.4	2.0	7.2	4.7	-1.2
N#C/C(=C\c1ccc(Cl)cc1)c1nc2ccccc2o1	-8.4	-7.8	-5.8	293.6	-0.5	6.9	1.5	0.7	-1.2	-3.8	3.4
CC(C(=O)Nc1ccc2c(c1)OCO2)N(c1ccc(Cl)cc1)S(C)(=O)=O (stereo unspecified)	-4.0	-1.1	3.3	-6.7	0.6	-12.4	-1.2	0.9	-1.2	4.5	4.7
CCN(CC)N=Nc1cccc(NC(C)=O)c1	-3.8	2.2	1.5	x	-0.6	1.1	4.6	0.0	-2.4	-0.4	2.0
O=C(O)c1cc(NN=C2CCN(Cc3ccccc3)CC2)ccc1Cl	-5.6	-10.0	2.5	-2.8	1.1	1.7	1.9	1.4	0.8	-0.6	-1.7
Cn1c(/C=N/NC(=O)c2ccccc2)nc2ccccc21	-5.3	-1.6	-0.8	5.6	-5.8	11.8	-6.5	0.7	1.3	-0.2	-6.8
NC(=O)c1c(NC(=S)Nc2ccccc2)sc2c1CCCC2	3.1	4.5	-2.6	22.2	0.4	12.2	3.5	1.7	-0.9	-0.2	2.6
CN1C[C@@H]2C(c3ccccc3)C3(c4ccc(C#N)cc4)CC2(C3)[C@H]1c1ccccc1 (stereo partly specified)	-5.4	1.8	-1.9	-27.1	2.5	-14.4	1.9	-1.8	-6.2	-2.3	2.0
Cc1ccc2[nH]c(C(=O)N/N=C/c3ccccc3O)c(C)c2c1	0.2	-2.5	-5.1	0.6	0.3	-7.4	0.4	1.5	-2.3	1.9	1.8
COc1cccc(C(C(=O)NC2CCCCC2)N(C(=O)c2ccco2)c2ccc(-n3cnnn3)c(C)c2)c1 (stereo unspecified)	-13.6	-3.2	-18.3	0.7	-0.6	11.8	2.7	-1.7	-1.1	2.8	0.1
N#CC1=C(N)C(C#N)(C#N)[C@H](c2ccncc2)[C@H]2CN(C(=O)OCc3ccccc3)CC=C12	-1.5	-20.6	-1.5	48.6	0.8	-5.0	1.6	-0.4	-2.8	5.2	-2.0
CC(C)OC(=O)c1ccc(OC(=O)c2cccnc2)cc1	-2.4	-6.5	-3.1	-25.5	3.5	6.1	2.7	0.3	-1.6	1.8	-1.4
O=C(Cc1c(F)cccc1Cl)Nc1ccccn1	-3.0	-5.5	-15.9	-2.7	x	-10.2	1.6	2.6	-4.6	2.7	x
S=c1[nH]nc(-c2ccco2)n1Cc1ccccc1	5.4	1.9	0.9	2.7	0.7	-21.9	0.5	2.3	-1.8	-0.5	1.0
COc1ccccc1N1CCN(C(=O)CCc2ccc(S(=O)(=O)NC(C)C)cc2)CC1	-15.9	-12.7	-1.0	-13.1	-1.0	-26.6	0.5	-1.1	-1.3	-2.1	1.7
CCCOC(=O)c1cc(-c2ccc(C=O)o2)ccc1Cl	-23.7	-7.3	19.1	2.1	1.1	8.2	3.5	0.9	-6.5	-1.1	5.8
CC(=O)Nc1ccc(NS(=O)(=O)c2ccc3c(c2)NC(=O)CC(=O)N3)cc1	-4.8	2.9	-0.3	52.7	0.4	8.3	-0.5	0.2	-0.5	-1.9	1.7
CCOC(=O)COc1ccc(S(=O)(=O)Nc2ccc(C)cc2)cc1	-1.2	-1.3	3.6	1.5	-1.7	-2.0	2.8	0.4	-4.9	3.2	-2.0
CC=Cc1cc2c(c(=O)o1)C(=O)C(O)C(C)O2 (stereo unspecified)	-7.6	-7.7	-14.7	x	x	12.8	-0.7	-1.2	-2.8	-3.3	x
COC1(NC(=O)c2ccccc2)C(C)=CC(=O)C=C1C	-12.5	-6.3	-9.0	-8.4	4.5	6.1	3.3	0.0	2.6	-2.4	2.4
O=C1NN(c2ccc(F)c(Cl)c2)C(=O)/C1=C\c1cccc(OC(=O)c2cccs2)c1	-5.5	-5.2	5.5	141.4	-0.8	3.9	1.6	-8.7	28.0	7.3	4.4
CC(C)(C)C1CCC(=NNC(=S)NCc2ccccc2)CC1 (stereo unspecified)	-4.3	-3.5	-4.2	x	-1.8	-37.1	0.0	1.0	-2.3	6.4	-0.9
COc1cc(C(C)=O)ccc1COc1ccc(C(=O)OCC(N)=O)cc1OC	-9.6	-1.3	-0.8	-0.6	-0.8	-8.3	2.5	0.5	-2.4	4.9	5.9
CC(=O)c1cccc(NC(=S)NC(=O)Cc2ccc(Cl)cc2)c1	-0.9	-1.7	-0.4	-21.1	0.4	17.2	4.7	-0.8	-5.8	-4.6	3.3
